TROY NFkB inh: inhibitors of TROY-dependent NF-kB signaling; Q293 LMP1-TROYcd NF-kB luciferase reporter, 4 h; inhibition, % at 10 µM; 360,000 tested, 0.98% active;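 active = compounds whose plate-normalised and pattern-corrected inhibition of the luciferase reporter signal at the single screening dose is 50% or more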
LRH-1 inv ag: suppresses constitutive activity of human LRH-1. O00482. HEK293T StAR-luciferase reporter, LRH-1 transfected, 24 h. inhibition, % at 3.6 µM. 360,000 tested, 0.13% active;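 active = inhibition above the mean inhibition of all tested compounds plus 3 SD, cut at about 73% in these data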;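 also: 0% = DMSO wells and 100% = reporter-only cells lacking LRH-1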
Target sequence (O00482 whole entry, looked up): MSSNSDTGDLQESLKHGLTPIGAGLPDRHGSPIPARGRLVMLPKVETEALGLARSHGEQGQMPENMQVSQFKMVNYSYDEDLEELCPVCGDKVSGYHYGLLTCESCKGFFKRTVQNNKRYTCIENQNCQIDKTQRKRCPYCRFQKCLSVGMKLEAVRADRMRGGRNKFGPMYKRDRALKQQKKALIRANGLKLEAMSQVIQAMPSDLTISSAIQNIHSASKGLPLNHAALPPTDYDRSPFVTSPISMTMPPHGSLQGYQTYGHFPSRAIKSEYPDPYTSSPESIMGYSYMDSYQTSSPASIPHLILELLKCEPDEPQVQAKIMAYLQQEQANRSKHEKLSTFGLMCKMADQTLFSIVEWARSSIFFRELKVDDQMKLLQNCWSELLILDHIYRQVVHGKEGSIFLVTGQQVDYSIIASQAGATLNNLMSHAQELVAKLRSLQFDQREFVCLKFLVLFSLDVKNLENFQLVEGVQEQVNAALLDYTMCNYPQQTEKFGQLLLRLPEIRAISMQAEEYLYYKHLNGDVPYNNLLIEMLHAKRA
TWEAK Fn14 block: blocks TWEAK-Fn14 interaction in a reporter cell assay | TWEAK-stimulated Fn14 reporter cells, luciferase luminescence, 8 h | inhibition, % at 10 µM | 360,000 tested, 2% active | AID 1159606; in the data active = inhibition above about 50%
NR2F2 inh: blocks human COUP-TFII nuclear receptor; P24468; HEK293T NGFI-A luciferase reporter, luminescence; inhibition, % at 8.6 µM; 370,000 tested, 0.7% active; AID 686940;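 active = inhibition above a per-plate cutoff, mean inhibition of test wells between control levels plus 3 SD, cut at about 38% in these data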;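 also: cells cotransfected with COUP-TFII expression vector driving the NGFI-A reporter; 0% = median of COUP-TF2 test wells and 100% = reporter-only cells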
Target sequence (P24468 whole entry, looked up): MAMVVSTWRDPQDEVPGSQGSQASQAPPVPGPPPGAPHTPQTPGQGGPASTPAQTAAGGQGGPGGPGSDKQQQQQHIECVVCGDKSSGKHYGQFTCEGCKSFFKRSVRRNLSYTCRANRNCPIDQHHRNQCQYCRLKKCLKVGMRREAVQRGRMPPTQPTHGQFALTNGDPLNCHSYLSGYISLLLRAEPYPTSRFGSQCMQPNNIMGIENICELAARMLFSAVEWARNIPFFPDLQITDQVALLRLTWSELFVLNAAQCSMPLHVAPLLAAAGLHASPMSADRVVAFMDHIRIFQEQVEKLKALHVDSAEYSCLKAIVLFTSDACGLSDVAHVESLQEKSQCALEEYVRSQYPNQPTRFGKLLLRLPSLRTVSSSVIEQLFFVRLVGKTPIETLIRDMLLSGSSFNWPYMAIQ
SRC1 inh: inhibits human SRC1 coactivator; 360,000 tested, 0.12% active; HEK293 GAL4-SRC1 luciferase reporter, luminescence; Q15788; inhibition, % at 3.6 µM;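 active = inhibition above the campaign mean plus 3 SD, with each screening campaign given its own cutoff, cut at about 60% in these data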;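 also: 0% = DMSO treated cells and 100% = gossypol at 36 µM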
NCOA3 inh: inhibits human SRC3 coactivator | Q9Y6Q9 | 360,000 tested, 0.17% active | AID 588352 | inhibition, % at 3.6 µM | HEK293 GAL4-SRC3 luciferase reporter, luminescence;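 active = inhibition above a per-campaign cutoff, the mean of all compounds plus 3 SD, cut at about 60% in these data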;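 also: 0% = DMSO-treated cells and 100% = gossypol-treated cells at 36 µM; higher means less SRC3-driven luciferase light from the GAL4 reporter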
KKLEB tox: counter-screen for CF NF-kB inhibitors: cytotoxicity; KKLEB CF airway cells viability, ATPlite luminescence, overnight; hits give low values; cells stimulated with P. aeruginosa culture filtrate; AID 602141; activity change (cytotoxicity), % at 5 µM; 360,000 tested, 0.36% active;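 active = corrected activity change at or below -50% at 5 µM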
CF NFkB inh: cystic fibrosis NF-kB activation inhibition; inhibition, % at 5 µM; 360,000 tested, 0.86% active; KKLEB NF-kB-GFP reporter, PAF-induced, GFP fluorescence overnight;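 active = at least 50% inhibition at 5 µM, scaled per plate between neutral and stimulator controls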;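 also: PAF is a Pseudomonas aeruginosa culture filtrate used as stimulus; plate controls were PAF-stimulated DMSO wells for no effect and unstimulated DMSO wells for full effect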
SRC2 inh: human SRC2 (NCOA2) inhibition; AID 651957; inhibition, % at 9 µM; 370,000 tested, 0.17% active; HEK293 GAL4-SRC2 luciferase reporter, luminescence; Q15596;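 active = inhibition above the mean inhibition of all tested compounds plus 3 SD, set per campaign, cut at about 52% in these data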;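 also: 0% = DMSO treated cells and 100% = cells given Gossypol at 36 µM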
LMP1 NFkB inh: inhibitors of Epstein-Barr LMP1-induced NF-kappaB reporter; LMP1-induced NF-kappaB luciferase reporter cells, luminescence; inhibition, % at 12.5 µM; 350,000 tested, 0.69% active; in the data active = inhibition above about 41%;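 also: 0% = neutral control wells and 100% = reference inhibitor control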
C8 TRAIL sens: sensitizes caspase-8 expressing cells to TRAIL; NB7+C8 cells + TRAIL, ATPlite viability luminescence; inhibition (viability loss, TRAIL sensitization), % at 10 µM; 360,000 tested, 1% active;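 active = compounds causing at least 50% loss of cell viability in the single-dose screen, relative to plate controls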
* = called active by the depositor; x = not tested or not shown.

SMILES	TROY NFkB inh	LRH-1 inv ag	TWEAK Fn14 block	NR2F2 inh	SRC1 inh	NCOA3 inh	KKLEB tox	CF NFkB inh	SRC2 inh	LMP1 NFkB inh	C8 TRAIL sens
Cc1ncc(CN2CCC(CO)(CCc3ccccc3)CC2)s1	1	-8	-15	-3	11	11	0	-20	-11	5	-2
CCCC(=O)NC(Nc1ccccc1OC)C(Cl)(Cl)Cl (configuration not stated)	5	-4	1	-7	4	2	-16	-11	25	5	8
Cc1ccc(C)c(Cn2c3ccccc3c3cnn(CC(=O)NCc4ccccn4)c(=O)c32)c1	-28	-31	18	2	-4	11	15	-42	-12	-4	-7
CN1C(=O)C(C)(C)c2cc(S(=O)(=O)N3CCN(c4ccc(F)cc4)CC3)ccc21	0	-2	0	2	-2	13	4	2	-9	5	0
C#CCOCCOCCOCCNc1nc(N2CCN(C(=O)[C@H](CCCN=C(N)N)n3cc(C(N)[C@@H](C)CC)nn3)CC2)nc(N2CCN(C(=O)[C@H](CCC(=O)O)n3cc([C@@H](N)CCCCN)nn3)CC2)n1 (some centres not stated)	-22	6	-15	-2	-1	-6	19	4	1	-8	10
CCC(C)NC(=O)CN(C1CCCCC1)S(C)(=O)=O (configuration not stated)	-2	6	6	5	4	8	13	-8	15	1	-5
C/C(N)=C(/C#N)C(=O)CSc1ncnc2ccccc12	9	2	9	-8	-18	12	-1	17	-21	0	-9
CCCCCCCCN1C(=O)[C@H](CC(=O)NCCc2ccccc2OC)C[C@@]2(C(=O)OC)CCCCC=C12	7	18	-5	2	x	x	x	x	8	x	9
COc1ccc(-c2cnc(N)n2CC2CCCO2)cc1 (configuration not stated)	-26	-4	-8	-5	-9	-8	-8	3	-34	1	2
Cn1cnc(S(=O)(=O)N2CCc3ccccc32)c1	4	-4	7	11	-21	16	8	-4	-10	4	-11
O=C(CNC(=O)c1ccccc1)NCCc1ccc(O)c(O)c1	0	-5	0	15	-10	7	0	-24	-21	-1	-5
Cc1ccccc1-n1ncc2c1CC(C)(C)CC2NC(=O)CCCN1CCCC1=O (configuration not stated)	-5	-15	2	-11	-23	-4	3	12	-16	0	9
O=S(=O)(c1ccc(Cl)nc1)N1CCc2ccccc21	-6	3	-1	7	11	9	11	3	-43	7	37
Cc1cc(C(F)(F)F)nc(SCC(=O)Nc2c(C)n(C)n(-c3ccccc3)c2=O)n1	4	-9	-1	-11	-7	10	-2	2	-11	-6	4
O=C(NCc1cccnc1)c1cccnc1-c1nc2ccccc2s1	-3	15	-1	7	4	2	-12	16	-8	-4	5
Cc1cccc(C)c1OCCCCCNCCO	0	11	-11	-1	0	10	-11	0	-37	-12	-4
COC(=O)CCCC1=CC2=C(c3ccccc3)C(=O)C(C)(OC(=O)C3CCCC3)C(=O)C2=CN1CCCCO (configuration not stated)	-7	-5	-1	-7	-14	-23	9	6	-17	10	-15
COc1cccc(N2CCN(S(=O)(=O)c3ccc4c(c3)CC(C)N4C(=O)C3CC3)CC2)c1 (configuration not stated)	-16	9	-22	3	2	11	-8	20	11	-7	-1
Cc1c(Cl)c(=O)n2c(=O)c(Cl)c(C)n12	-6	15	-11	8	0	-6	4	-10	-3	-1	-4
CC1(C)CC(=O)C(C=NC2CCCCC2)=C(O)C1	-11	3	2	4	1	8	7	1	-7	4	-7
O=C(N1CCOCC1)N1CCC(n2nnc3cc(F)ccc32)CC1	13	-16	-4	-2	-3	1	9	-17	-7	0	-8
Cc1ccc(C(=O)Nc2ccccc2C(=O)NCC2CCCO2)cc1 (configuration not stated)	-15	-7	-3	9	-5	-13	-3	3	-29	2	-28
CCC(C)Nc1nc2c(c(=O)[nH]c(=O)n2C)n1CCOc1ccccc1 (configuration not stated)	14	-18	7	-7	-15	1	-4	19	4	-4	-9
COc1ccc(/C=C2\C(=O)ON=C2c2ccccc2)cc1	-62	11	0	7	-1	-4	8	-7	-19	-4	4
O=C(Nc1nnc([C@H]2C[C@H](O)[C@@H](CO)O2)s1)Nc1ccccc1C(F)(F)F	-18	11	16	-2	6	-14	-6	-2	-14	x	4

(next part)
SMILES	TROY NFkB inh	LRH-1 inv ag	TWEAK Fn14 block	NR2F2 inh	SRC1 inh	NCOA3 inh	KKLEB tox	CF NFkB inh	SRC2 inh	LMP1 NFkB inh	C8 TRAIL sens
Cc1cc(C)c(S(=O)(=O)N2CCC(C(=O)NCc3ccc(Cl)cc3Cl)CC2)c(C)c1	10	10	3	-9	17	-10	-3	-4	-6	-9	-10
CC(Cc1cccs1)NC(=S)Nc1ccc(Cl)c(Cl)c1 (configuration not stated)	10	-27	-13	9	-57	-6	6	14	-7	3	-6
CCCCN(C)C(=O)c1cn(CC)c2nc(C)ccc2c1=O	-26	-14	12	6	4	13	13	-1	-6	-9	-11
COc1ccc(S(=O)(=O)N2CCCCCC2)cc1C(=O)N(C)CC(=O)Nc1cc(C)ccc1C	12	23	2	4	10	34	-5	-13	1	3	-6
Cc1ccccc1C(=O)NCCN1CCC(n2c(=O)[nH]c3ccccc32)CC1	5	18	1	13	x	x	x	x	7	x	1
O=C(NCc1n[nH]c(=S)n1-c1ccc(Cl)c(Cl)c1)c1cccs1	-2	-22	2	-38	-9	15	4	20	-2	-18	2
CCC1Cc2c(nc(N)c3c(N)nc(N4CCCCC4)c(C#N)c23)O1 (configuration not stated)	-18	21	7	-8	-1	6	2	1	5	-4	-2
CCOC(=O)COc1cc2c3c(c(=O)oc2cc1C)CCCC3	-7	-5	-9	-14	-3	1	-6	0	-11	-2	23
O=C(Nc1ccccc1)C1=C[C@H](c2ccc3c(c2)OCO3)C[C@H](OCc2ccc(CO)cc2)O1	-19	-4	-31	-8	-29	-18	13	-9	-17	7	9
COc1ccccc1-n1cc(-c2ccccc2)c2c(=S)nc[nH]c21	23	-2	27	-1	-13	2	-16	12	18	-11	4
Cc1c(C(=O)Nc2ccc(F)cc2)oc2ccc(S(=O)(=O)N3CC(C)CC(C)C3)cc12 (configuration not stated)	29	9	54*	0	13	22	-28	6	7	13	23
COC(=O)c1ccccc1NC(=O)C1CCCC1	10	2	6	-7	2	10	2	1	-13	-16	9
Cc1ccc(S(=O)(=O)NCCc2ccncc2)cc1[N+](=O)[O-]	-10	-3	-7	-2	-1	-5	6	-17	8	-1	13
CCCNC(=O)C(Cc1ccccc1)NS(=O)(=O)c1cccc2nsnc12 (configuration not stated)	-1	3	2	6	2	5	0	-6	0	-5	1
CCN(CC(=O)Nc1ccc(NC(C)=O)cc1)C(=O)/C=C/c1ccco1	-15	4	1	0	-6	-5	3	16	4	5	-6
COc1ccc(C(c2nnnn2Cc2ccccc2)N2CCN(C/C=C/c3ccccc3)CC2)cc1 (configuration not stated)	-4	4	-21	-3	2	2	-12	1	10	x	-5
Cc1ccccc1-c1nc(CS(=O)(=O)CC(=O)NC(C)c2ccccc2)c(C)o1 (configuration not stated)	-1	2	1	4	-13	-8	11	-6	3	4	-5
CCOC(=O)c1ccc(NC(=O)CSc2nc(N)c(NC(=O)c3ccc(Br)o3)c(=O)[nH]2)cc1	-8	-26	2	7	-48	-3	-1	9	8	-4	-1
CCCC(=O)Nc1ccc(C(=O)NNC(=S)NC(=O)c2ccc(Br)o2)cc1	1	5	0	1	-9	19	1	-11	-2	0	13
CCN(C(=O)/C=C/c1ccc(OC)cc1)C1CCCCC1	-42	-34	-53	-26	-7	-27	-7	-5	0	-18	8
CC(=O)Nc1cccc(NC(=O)CS(=O)(=O)c2cn(CC(=O)N(C(C)C)C(C)C)c3ccccc23)c1	2	-16	2	9	-2	-7	-20	-5	-16	-1	-6
CC(C)(CO)NCc1ccccc1OCC(=O)Nc1ccccc1	-35	-49	-10	-6	-19	-37	-13	19	-40	-3	-8
CCOC(=O)c1c(-c2ccc(C)cc2)csc1NC(=O)CCSc1nnc2ccccn12	17	-5	40	-3	-29	26	-1	18	-27	-6	-1
CCOC(=O)C1=C(N)n2c(s/c(=C\c3cccnc3)c2=O)=C(C#N)C1c1cccnc1 (configuration not stated)	26	16	-28	11	17	1	16	-10	8	2	16

16 entries already listed, arranged by SMILES length, falling:
SMILES	TROY NFkB inh	LRH-1 inv ag	TWEAK Fn14 block	NR2F2 inh	SRC1 inh	NCOA3 inh	KKLEB tox	CF NFkB inh	SRC2 inh	LMP1 NFkB inh	C8 TRAIL sens
O=C(Nc1ccccc1)C1=C[C@H](c2ccc3c(c2)OCO3)C[C@H](OCc2ccc(CO)cc2)O1	-19	-4	-31	-8	-29	-18	13	-9	-17	7	9
CCOC(=O)c1ccc(NC(=O)CSc2nc(N)c(NC(=O)c3ccc(Br)o3)c(=O)[nH]2)cc1	-8	-26	2	7	-48	-3	-1	9	8	-4	-1
Cc1c(C(=O)Nc2ccc(F)cc2)oc2ccc(S(=O)(=O)N3CC(C)CC(C)C3)cc12 (configuration not stated)	29	9	54*	0	13	22	-28	6	7	13	23
CCOC(=O)C1=C(N)n2c(s/c(=C\c3cccnc3)c2=O)=C(C#N)C1c1cccnc1 (configuration not stated)	26	16	-28	11	17	1	16	-10	8	2	16
COc1ccc(C(c2nnnn2Cc2ccccc2)N2CCN(C/C=C/c3ccccc3)CC2)cc1 (configuration not stated)	-4	4	-21	-3	2	2	-12	1	10	x	-5
Cc1ccccc1-c1nc(CS(=O)(=O)CC(=O)NC(C)c2ccccc2)c(C)o1 (configuration not stated)	-1	2	1	4	-13	-8	11	-6	3	4	-5
CCCC(=O)Nc1ccc(C(=O)NNC(=S)NC(=O)c2ccc(Br)o2)cc1	1	5	0	1	-9	19	1	-11	-2	0	13
Cc1ccccc1C(=O)NCCN1CCC(n2c(=O)[nH]c3ccccc32)CC1	5	18	1	13	x	x	x	x	7	x	1
CCN(CC(=O)Nc1ccc(NC(C)=O)cc1)C(=O)/C=C/c1ccco1	-15	4	1	0	-6	-5	3	16	4	5	-6
CCC1Cc2c(nc(N)c3c(N)nc(N4CCCCC4)c(C#N)c23)O1 (configuration not stated)	-18	21	7	-8	-1	6	2	1	5	-4	-2
Cc1ccc(S(=O)(=O)NCCc2ccncc2)cc1[N+](=O)[O-]	-10	-3	-7	-2	-1	-5	6	-17	8	-1	13
COc1ccccc1-n1cc(-c2ccccc2)c2c(=S)nc[nH]c21	23	-2	27	-1	-13	2	-16	12	18	-11	4
CCOC(=O)COc1cc2c3c(c(=O)oc2cc1C)CCCC3	-7	-5	-9	-14	-3	1	-6	0	-11	-2	23
CCCCN(C)C(=O)c1cn(CC)c2nc(C)ccc2c1=O	-26	-14	12	6	4	13	13	-1	-6	-9	-11
CC(C)(CO)NCc1ccccc1OCC(=O)Nc1ccccc1	-35	-49	-10	-6	-19	-37	-13	19	-40	-3	-8
COC(=O)c1ccccc1NC(=O)C1CCCC1	10	2	6	-7	2	10	2	1	-13	-16	9

Bioassay records (PubChem BioAssay)
